PriA SSB inh = inhibitors of Klebsiella pneumoniae PriA binding to SSB C-terminal tail; AlphaScreen SSBct-PriA binding, biotinylated peptide; inhibition, % at 33 µM; 430,000 tested, 0.6% active; in the data active = inhibition mostly above about 37%, no sharp cut-off; inactive = mostly below about 20%;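 also: plate controls were negative control peptide for no effect and reference peptide for full effect; strong numbers were not always called active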
* hit, by the source's call; & = joins results of further samples.

smiles	PriA SSB inh
CC1CN(C(=O)Cn2nc(C3CC3)c3cnn(-c4ccc(F)cc4)c3c2=O)CC(C)O1 (stereo not given)	0
COc1ccc(C=NNC(=O)CCn2c3ccccc3c3ccccc32)cc1O	10
CO[C@@H](CNC(=O)Cc1ccccc1Cl)c1ccc(C)s1	-4
CCc1nnc(NS(=O)(=O)c2ccc(NC(=O)c3ccc(Cl)cc3Cl)cc2)s1	6
Cc1noc(-c2cccnc2SCC(=O)NCc2ccc3c(c2)OCO3)n1	-18
O=C(NCC1(O)CCc2ccccc21)Nc1ccc(Cl)c(Cl)c1 (stereo not given)	-15
O=C(CCn1ccc(=O)[nH]c1=O)NCCn1nc(-n2cncn2)ccc1=O	7
Cc1ccc(S(=O)(=O)N2CCN(CCNC(=O)Cc3ccc(Cl)cc3)CC2)cc1	-5
CCCCOc1ccc(-c2cc3c(SCC(C)C)nccn3n2)cc1	-10
COc1cc(C=NNC(=O)c2cccc(S(=O)(=O)N3CCCC3)c2)cc(OC)c1O	6
O=C(NC1CCN(c2cc(-c3cccs3)[nH]n2)CC1)C1CC=CCC1 (stereo not given)	-8
CCC(=O)Nc1ccc(S(=O)(=O)NCC2CCN(CCOC)CC2)c(C)c1	-27
CC(=NNC(=O)CNc1ccccc1)c1ccccc1	-5
CC1(C)COc2ccc(NS(=O)(=O)c3cccs3)cc2NC1=O	-10
c1ccc2sc(NCCN3CCOCC3)nc2c1	18
O=S(=O)(Nc1nc2c(F)cccc2s1)c1ccc(Cl)s1	-3
CCOC(=O)C(=NNc1ccccc1OC)N1CCCc2ccccc21	-6
O=C(c1ccc(Br)o1)N1CCC(S(=O)(=O)c2ccc(F)cc2)CC1	-13
Cn1c(=O)[nH]cc(C(=O)NCc2cccnc2)c1=O	-17
O=C(c1cc2ccccc2[nH]1)N1C2CCC1CC(S(=O)(=O)c1ccccc1)C2 (stereo not given)	-7
CCOc1ccccc1C(=O)Nc1ccc(-c2nnc(C)o2)cc1	4
C=CCN1C(=O)C(C)(C)COc2ccc(NS(=O)(=O)c3ccc(Cl)s3)cc21	-2
Cc1ccc(/C=C/S(=O)(=O)Nc2ccccc2-c2ccc(=O)n(C)n2)cc1	0
Cc1c(N)cncc1C(=O)O	1
Cc1cc(SCC(=O)Nc2ccc(S(N)(=O)=O)cc2)nc2ccccc12	-3&6
O=C(Cc1cccs1)NNC(=O)c1ccc(=O)n(Cc2ccc(Cl)cc2)c1	-1
NC(=O)C1CCN(C(=O)CCCSc2ccc(NC(=O)c3ccc(F)cc3)nn2)CC1	0
Cc1cc(C(=O)Nc2ccc(-c3nc4ccccc4s3)cc2)nn1C	2
CCn1cc(/C=C2\Oc3cc(O)cc(C)c3C2=O)c2ccccc21	-10
O=C(NN=Cc1ccc(Cl)s1)c1ccc(Cn2cccn2)o1	3
Cc1cc(C(=O)NCC(O)(c2ccco2)C2CC2)c(C)o1 (stereo not given)	-8
CC(=NNC(=O)c1ccco1)c1ccc(C(=O)O)s1	-11
Cc1cccc(CC(=O)N2CC(c3nc(-c4ncccn4)no3)C2)c1	-1
Cc1nc(N(C)C)nc(C)c1NC(=O)c1cnccn1	-9
O=C1C[C@H](NC(=O)CC(c2ccccc2)c2ccccc2)CN1	-14
CC(=O)Oc1ccc(C=NNC(=O)C2CCCN2S(=O)(=O)c2ccc(Cl)cc2)cc1 (stereo not given)	-12
Cn1cccc1[C@@H](O)CNC(=O)C(=O)Nc1ccc(C(F)(F)F)cc1	-9
O=C(NCc1cccnc1)C(=O)NN=Cc1ccc([N+](=O)[O-])cc1	7
CC(=O)N1N=C(c2cccs2)CC1c1cc([N+](=O)[O-])ccc1O (stereo not given)	7
Cc1ccccc1NC(=O)CSc1n[nH]c(-c2ccncc2)n1	44
CS(=O)(=O)[C@H]1CCN(S(C)(=O)=O)C1	-14
O=C(CNS(=O)(=O)c1cccc(Cl)c1)N1C2C=CCC1CC2 (stereo not given)	-4
Cc1ccc(NC(=S)NN=C2CCCc3c(C)cc(C)cc32)cc1	0
Cc1ccc(S(=O)(=O)NN=Cc2ccc3c(c2)OCO3)cc1	6
CCOC(=O)C1=C(C)N=c2sc(=Cc3ccc(OCC(=O)O)cc3)c(=O)n2C1c1ccccc1 (stereo not given)	-3
O=C(Nc1cccc(Cl)c1)N1CCN(c2ccc(-c3ccc4c(c3)OCO4)nn2)CC1	0
COc1ccc(S(=O)(=O)N2CCN(c3ccc(-c4ccccc4)nn3)CC2)c(OC)c1	5
O=C(NCCC(O)c1ccoc1)c1ccccc1Cl (stereo not given)	-9
O=C(CCc1csc(NS(=O)(=O)c2ccccc2)n1)NCC1CCCCC1	-15
CCC(=O)Nc1sccc1C(N)=O	-10

The results go on.
smiles	PriA SSB inh
COc1ccc(C=NNC(=O)c2[nH]ncc2Br)c(OC)c1	-13
O=C(NC1CCN(C(=O)c2cn(-c3ccc(F)cc3)nn2)CC1)c1ccco1	-2
COc1ccc(OC)c(-c2ccc(=O)n(CCNC(=O)Nc3ccc(F)c(Cl)c3)n2)c1	-1
O=C(CSc1nnc2[nH]c(=O)ccn12)Nc1ccccc1F	-20
COc1ccc(C)cc1-n1ccn(Cc2ccncc2)c(=O)c1=O	-8
O=C(c1csc(NS(=O)(=O)c2ccccc2)n1)N1CCc2ccccc21	-26
Cc1cc(CNC(=O)C[C@@H](CC(=O)O)c2cccs2)c(C)o1	4
CCOc1ccc(CC(=O)NCCc2cc(C)no2)cc1	13
O=C1C(=O)N(Cc2cccnc2)C(c2cccc([N+](=O)[O-])c2)C1=C(O)c1ccc2c(c1)OCCO2 (stereo not given)	4
CCN(CC)c1ccc(C=NNc2nc(C)cc(C)n2)c(O)c1	56
CC(C)(Oc1ccc(Cl)cc1)C(=O)N1C2CCC1CC(S(=O)(=O)c1ccccc1)C2 (stereo not given)	-2
O=C(Nc1cc(C(F)(F)F)ccc1Cl)c1cc(S(=O)(=O)N2CCC3(CC2)OCCO3)ccc1F	-17
O=C(CSc1nc2c(sc3ccccc32)c(=O)n1Cc1ccccc1Cl)c1ccc(Br)cc1	-7
Cc1nc(-c2cccnc2)sc1-c1ccc(SCC(=O)Nc2ccc3c(c2)OCO3)nn1	10
COc1ccc(OC)c(NC(=O)Cc2cc(-c3ccc(Cl)cc3)on2)c1	-6
CC(=O)c1ccc(NC(=O)CSc2ncc(-c3ccc(F)cc3)o2)cc1	-3
CC1(C)SC(=S)N(N=Cc2ccccc2O)C1N(O)C(=O)Nc1ccccc1 (stereo not given)	-2
O=C(C1CCCN(S(=O)(=O)c2ccccc2)C1)N(CCn1cccn1)c1nc2ccccc2s1 (stereo not given)	4&13
CCOCCn1c(=NC(=O)CC)sc2cc(NC(C)=O)ccc21	5
NS(=O)(=O)c1ccc(NS(=O)(=O)c2ccc(NC(=O)c3ccccc3C(=O)O)cc2)cc1	-7&-6
CC1CN(C)CCN1CC1CCN(C(=O)c2cnccn2)CC1 (stereo not given)	-8
CCOC(=O)c1sc(NC(=O)Nc2ccc([N+](=O)[O-])cc2)c(SC#N)c1C	-8
O=C(NCc1ccc(F)cc1)C(=O)NCC1CCN(Cc2ccccc2)CC1	-16
Cc1ccccc1NC(=O)CSc1ccc(NC(=O)c2ccccc2F)nn1	-9
Cc1[nH]cnc1C(=O)NN=Cc1ccc([N+](=O)[O-])s1	-9

Going on with the list:
smiles	PriA SSB inh
CCN(CC)CCN(C(=O)c1ccc(S(=O)(=O)N2CCOCC2)cc1)c1nc2cc3c(cc2s1)OCO3	7
O=S(=O)(N=C(Nc1ccccn1)c1ccccc1)c1ccccc1	-5
O=C(CSc1nnc2c3cc(-c4ccc(Cl)cc4)nn3ccn12)c1ccccc1F	-6
O=[N+]([O-])c1ccccc1C=NNc1nc(N2CCCC2)nc(N2CCCC2)n1	15
CCc1nnc(-c2cccc(OCC(=O)NC)c2)o1	1
CCn1cccc(-c2nnc(SCc3cccc(F)c3)n2C)c1=O	-21
CC1CCCC(C)N1CC(O)Cn1cc(/C=N\NC(=O)c2ccncc2)c2ccccc21 (stereo not given)	12
COc1cccc2cc(-c3nnc(NC(=O)C4COc5ccccc5O4)o3)oc12 (stereo not given)	7
CS(=O)(=O)N1CCC(C(=O)N2CCN(CC(=O)c3cccs3)CC2)CC1	-7
Cc1cn(C)nc1C(=O)N1CCN(c2nc3ccc(S(C)(=O)=O)cc3s2)CC1	-11
O=C1COCC(c2ccccc2)N1 (stereo not given)	-11
O=C(COc1ccccc1F)Nc1ccc2c(c1)CN(C(=O)c1cccs1)CC2	-4
CCOc1ccc(C(O)=C2C(=O)C(=O)N(c3nc(C)c(C)s3)C2c2ccco2)cc1 (stereo not given)	-4
O=C(NCCn1ncccc1=O)[C@H]1CCCN(c2ccc(-n3cncn3)nn2)C1	-5
CCC(=O)N1CCc2ccc(NC(=O)C3CCCCC3)cc2C1	-2
Cc1cccc(CN2c3ccccc3C(=O)/C(=C\Nc3ccc(S(N)(=O)=O)cc3)S2(=O)=O)c1	4
Cc1c(C(=O)N2CCC(Oc3ccc(C(F)(F)F)cn3)CC2)cnn1-c1ccccc1	-10
Cn1cnnc1SCc1cc(=O)c(OCC(=O)Nc2ccc(F)cc2F)co1	-5
CN(C)c1cncc(O[C@H]2CCN(C(=O)c3c[nH]c4ccccc34)C2)n1	4
Cc1c(Cl)cccc1S(=O)(=O)NCC1CCN(c2ccccn2)CC1	-6
O=C(CCc1ccccc1Br)N(CCc1cccs1)C1CC1	-12
O=C(Nc1ccc2cn[nH]c2c1)C1CN(C(=O)c2cnccn2)C1	-4
O=C(C1CCN(c2ncnc3c2sc2ncccc23)CC1)N1CCCCC1	-16
O=C(NN=Cc1c(O)ccc2ccccc12)c1cccc(C(F)(F)F)c1	-27
Cc1cc(C)cc(N2C(=O)C3N=NN(c4ccc(Cl)cc4)C3C2=O)c1 (stereo not given)	-10

In a second layout: four of the compounds above
CS(=O)(=O)N1CCC(C(=O)N2CCN(CC(=O)c3cccs3)CC2)CC1
  PriA SSB inh: -7
Cc1cn(C)nc1C(=O)N1CCN(c2nc3ccc(S(C)(=O)=O)cc3s2)CC1
  PriA SSB inh: -11
O=C1COCC(c2ccccc2)N1 (stereo not given)
  PriA SSB inh: -11
O=C(COc1ccccc1F)Nc1ccc2c(c1)CN(C(=O)c1cccs1)CC2
  PriA SSB inh: -4

New compounds follow:
smiles	PriA SSB inh
Cc1cccc(CC(=O)NCC(=O)N2CCO[C@H](c3ccccc3)C2)c1	-14
NC(=O)c1ccc(NC(=O)C(=O)NCC(c2cccs2)N2CCOCC2)cc1 (stereo not given)	6
Cc1ccc(NC(=O)C(=O)NCC2CCN(C(C)C)CC2)cc1F	-2
CCOc1ccc(C2NCCn3cccc32)cc1 (stereo not given)	17
O=C(NN=Cc1ccc(OC(F)F)cc1OC(F)F)c1cccc(S(=O)(=O)N2CCOCC2)c1	-8
Cc1ccc(CC(Cl)CNC(=S)NNC(=O)c2ccc(OCc3ccccc3)cc2)cc1 (stereo not given)	-14
CCOC(=O)NC(=S)Nc1ccc(NC(C)=O)cc1	-7
Clc1ccccc1OCOCOc1ccccc1Cl	-120
O=C(NCc1ccc(Cl)cc1)N1CCC(Oc2nc3c(F)cccc3s2)CC1	-4
O=C(Nc1nc(-c2cc(Cl)sc2Cl)cs1)c1ccc([N+](=O)[O-])s1	14
CCOc1ccc(NC(=O)c2sccc2S(=O)(=O)N(C)c2ccc(CC)cc2)cc1	-12
CC(C)(/C=N\Nc1nc2ccccc2o1)CO	-13
Cc1cc(NC(=O)c2cccc(S(=O)(=O)C(C)C)c2)n(C)n1	1&9
O=S(=O)(c1ccc(Cl)cc1)N1CN(C2CCCC2)c2nc3ccccc3nc21	-2
O=C(c1ccc2nsnc2c1)N(CCc1cccs1)Cc1ccoc1	-1
Cn1cnc(S(=O)(=O)Nc2ccccc2-c2csc(-c3ccccc3F)n2)c1	2
COc1ccc2nc(-c3ccc(C)c(NC(=O)Cc4ccc(F)cc4)c3)cn2n1	-1&1
CCOc1ccc(-c2ccc(N3CCN(C(=O)NCc4ccccc4)CC3)nn2)cc1	9
COc1ccc(SCC2CCN(C(=O)c3ccccc3Br)CC2)cc1	-9
C[C@@H]1N=C2c3ccccc3N=C(SCC(=O)NCc3ccc(Cl)cc3)N2C1=O	1
COc1ccccc1C1(CNS(=O)(=O)c2cn(C)cn2)CCOCC1	-3
Oc1cc(F)cc2cccnc12	51
Cc1sc(NC(=O)c2ccco2)c([C@@H](c2ccccn2)N2CCN(C)CC2)c1C	4
CC(=NNC(=O)CCc1ccccc1)C1C(=O)c2ccccc2C1=O	-6
Cn1nc(C2CC2)cc1N1CCN(C(=O)CSCc2ccccc2)CC1	-8

The last six records of the section above open the next one:
smiles	PriA SSB inh
C[C@@H]1N=C2c3ccccc3N=C(SCC(=O)NCc3ccc(Cl)cc3)N2C1=O	1
COc1ccccc1C1(CNS(=O)(=O)c2cn(C)cn2)CCOCC1	-3
Oc1cc(F)cc2cccnc12	51
Cc1sc(NC(=O)c2ccco2)c([C@@H](c2ccccn2)N2CCN(C)CC2)c1C	4
CC(=NNC(=O)CCc1ccccc1)C1C(=O)c2ccccc2C1=O	-6
Cn1nc(C2CC2)cc1N1CCN(C(=O)CSCc2ccccc2)CC1	-8
CC(CCc1ccc2c(c1)OCO2)=NNC(=O)c1ccccc1	-9
O=C(NCC1CCN(Cc2ccco2)CC1)c1ccc(Cl)c(Cl)c1	-3
O=C1CCSCC(C(=O)N2CCC(Cc3ccccc3)CC2)N1 (stereo not given)	5
CC(=NNC(=O)c1ccoc1C)c1cccc(NC(=O)C(F)(F)F)c1	-8
CN(C)C(=NS(=O)(=O)c1ccc(F)cc1)c1ccccc1	1
Nc1cc(=O)[nH]c(SCC(=O)NCc2cccnc2)n1	-8
Cc1cc2nnc(SCC(=O)Nc3ccccc3F)n2c2ccccc12	-9
N=C(N)N=C1NC(=O)C(Cc2ccccc2)S1 (stereo not given)	-9

From PubChem BioAssay

These rows are one share of the data; rates above refer to the full screens.
